Compound activity: PubChem BioAssay, several laboratories
Mtb UGM inh – inhibitors of M. tuberculosis UDP-galactopyranose mutase | P9WIQ1 | purified UGM, fluorescence polarization probe displacement | inhibition, % at 10 µM | actives 0.06% (n = 320,000); in the data active means inhibition above about 10%, passing the limit was not always enough; inconclusive means no clear call, values can overlap the other calls
Mtb FBA inh – inhibits M. tuberculosis FBA enzyme | P9WQA3 | purified M. tuberculosis FBA, fluorescence read-out | inhibition, % at 1 µM | actives 2.3% (n = 360,000) | AID 588726; in the data active means inhibition above about 27%;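 further: 0% = vehicle and 100% = reference inhibitor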
Target sequence (P9WQA3 whole entry, looked up): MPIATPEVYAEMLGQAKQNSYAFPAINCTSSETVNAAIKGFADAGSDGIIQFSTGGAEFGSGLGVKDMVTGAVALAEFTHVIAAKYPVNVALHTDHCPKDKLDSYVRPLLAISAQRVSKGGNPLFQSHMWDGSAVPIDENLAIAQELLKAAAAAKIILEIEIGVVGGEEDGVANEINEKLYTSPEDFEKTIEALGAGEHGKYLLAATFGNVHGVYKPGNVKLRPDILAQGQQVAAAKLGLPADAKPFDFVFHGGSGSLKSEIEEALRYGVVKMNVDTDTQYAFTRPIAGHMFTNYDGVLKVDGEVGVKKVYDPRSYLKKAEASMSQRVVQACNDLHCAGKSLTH
BioA inh – BioA (M. tuberculosis) enzyme inhibition; inhibition, % at 9.99 µM; AID 602481; purified M. tuberculosis BioA enzyme, plate reader; actives 0.096% (n = 360,000); in the data active means inhibition above about 40%; inconclusive means no clear call, values can overlap the other calls
FadD28 FP inh – blocks FadD28 binding to the bisubstrate probe; actives 0.22% (n = 360,000); inhibition, % at 12.5 µM; fluorescence polarization; in the data active means inhibition above about 8.5%, passing the limit was not always enough; inconclusive means no clear call, values can overlap the other calls
CCHF vOTU inh – blocks the CCHF virus ovarian tumor domain protease; AID 651958; actives 0.55% (n = 370,000); inhibition, % at 11.5 µM; CCHFV vOTU protease, Pep-AMC fluorescence; further: 0% = vehicle wells with enzyme and 100% = no enzyme wells
BoNT F protease – inhibitors of Botulinum neurotoxin F light chain protease; actives 0.22% (n = 360,000); Multiplex microsphere protease cleavage assay, flow cytometry; inhibition, % at 10 µM; in the data active means inhibition above about 35%, passing the limit was not always enough; inconclusive means no clear call, values can overlap the other calls; further: plate controls were buffer without enzyme for full effect and enzyme alone for no effect
MazEF act – MazEF (E. coli) toxin RNase activation; FAM/BHQ RNA-DNA oligo cleavage fluorescence, 5 h; activation, % at 20 µM; actives 0.32% (n = 350,000); in the data active means activation above about 50%
Target sequence (P0AE70 whole entry, looked up): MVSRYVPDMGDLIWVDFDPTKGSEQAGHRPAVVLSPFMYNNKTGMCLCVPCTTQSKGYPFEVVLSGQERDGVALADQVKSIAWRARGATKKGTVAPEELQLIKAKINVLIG
GDH-TPI counter – inhibits GDH-TPI coupling enzymes, artifact for Mtb FBA screen. GDH-TPI coupled enzyme counterscreen, NADH absorbance. inhibition, % at 4.8 µM. actives 1.2% (n = 360,000);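 further: 0% = DMSO wells and 100% = wells lacking the enzyme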
VHR inh abs – blocks human VHR1 dual specificity phosphatase; recombinant VHR phosphatase, pNPP absorbance; inhibition, % at 13.3 µM; P51452; actives 0.52% (n = 290,000); AID 1654; in the data active means inhibition above about 50%; further: some compounds called inactive have numbers as strong as hits
Target sequence (P51452 whole entry, looked up): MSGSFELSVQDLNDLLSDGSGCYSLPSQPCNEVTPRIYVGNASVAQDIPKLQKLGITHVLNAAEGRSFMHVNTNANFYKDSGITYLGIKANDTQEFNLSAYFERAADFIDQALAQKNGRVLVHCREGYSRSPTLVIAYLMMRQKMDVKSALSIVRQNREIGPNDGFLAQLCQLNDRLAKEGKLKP
Rv3671c protease – inhibits the M. tuberculosis serine protease Rv3671c. inhibition, % at 5.96 µM. P9WHR9. AID 2606. actives 0.048% (n = 320,000); in the data active means inhibition above about 38%;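 further: extracellular domain of Rv3671c used as enzyme; 0% = enzyme with DMSO and 100% = no enzyme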
Target sequence (P9WHR9 whole entry, looked up, the tested form may be a part): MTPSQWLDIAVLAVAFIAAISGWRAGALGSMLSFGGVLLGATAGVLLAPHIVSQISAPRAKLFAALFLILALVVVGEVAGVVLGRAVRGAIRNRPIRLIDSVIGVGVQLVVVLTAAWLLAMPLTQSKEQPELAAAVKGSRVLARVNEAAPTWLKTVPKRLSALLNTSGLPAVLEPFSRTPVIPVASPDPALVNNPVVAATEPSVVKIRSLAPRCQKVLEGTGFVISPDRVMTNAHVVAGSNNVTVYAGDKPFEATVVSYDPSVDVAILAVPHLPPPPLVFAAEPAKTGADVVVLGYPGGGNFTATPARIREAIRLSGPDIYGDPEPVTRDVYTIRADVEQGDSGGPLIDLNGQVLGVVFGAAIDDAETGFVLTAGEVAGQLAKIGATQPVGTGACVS
* = called active by the depositor; ? = inconclusive; · = not tested or not shown. Unless noted, no stated cut-off is given here; in the data, active means inhibition above about 30%; inactive means the rest.

molecule	Mtb UGM inh	Mtb FBA inh	BioA inh	FadD28 FP inh	CCHF vOTU inh	BoNT F protease	MazEF act	GDH-TPI counter	VHR inh abs	Rv3671c protease
CC(=O)c1ccc(S(=O)(=O)NCCC(=O)OC(C)C(=O)Nc2ccc(F)cc2)cc1 (centres undefined)	4.9	-2.7	·	-1.3	-3.3	-4.4	8.6	6.5	·	3.8
O=C(Cc1ccccc1)NC(NNc1ccccc1)(C(F)(F)F)C(F)(F)F	-1.2	0.4	0.0	-0.4	0.3	-11.8	5.0	10.7	31.3	-0.3
O=C(c1cccc([N+](=O)[O-])c1)N1CCN(c2n[nH]c(=O)[nH]c2=O)CC1	-0.7	2.3	-0.6	-0.2	-8.2	-0.7	-0.9	-8.8	26.3	8.1
CC(=O)Nc1cccc(C(=O)N2CCN(Cc3ccccc3)CC2)c1	-0.7	-5.6	-0.5	-1.2	4.2	-2.3	0.5	2.8	7.9	1.1
COc1cccc(CNC(=S)Nc2cc(C)ccc2C)c1	-0.9	-1.1	10.9	-1.4	-8.0	-3.5	7.3	2.5	2.1	3.7
COCCNC(=O)C1(C)CCCN(Cc2noc(-c3ccccc3OC)n2)C1 (centres undefined)	·	1.6	1.0	-0.5	-15.0	-4.4	·	11.9	·	·
Cc1ccc(S(=O)(=O)N(CC(=O)Nc2ccc(C(N)=O)cc2)C(=O)N2CCN(C)CC2)cc1	3.1	-0.8	0.2	-0.9	-3.2	?	4.8	-7.9	·	7.2
C=CC[C@H](CC(=O)N(CCO)Cc1ccccc1)C(=O)NC[C@@H](OC(=O)[C@@H](CC=C)Cc1ccc(F)cc1)c1ccccc1	1.6	7.5	-2.6	-4.0	10.9	-2.2	-7.6	9.0	·	-3.9
O=C(CSc1ccc(-c2cccnc2)nn1)N1CCCC1	0.2	-0.2	·	-2.9	5.4	-5.6	6.7	-1.6	19.9	2.3
CSc1ccc(CN2CCC(C)(Oc3cnc(Cl)c4ccccc34)C2)cc1 (centres undefined)	·	7.9	-1.2	-0.9	-10.9	-4.9	·	11.1	·	·
CCc1cc[n+](C2=C([O-])c3ccccc3C(=O)/C2=N\S(=O)(=O)c2cccs2)cc1	6.7	-6.8	·	2.2	105.3*	-19.0	0.4	10.6	-3.9	-96.7
O=C(NCc1ccco1)c1c(O)c2cccc3c2n(c1=O)CCC3	-0.7	0.1	·	0.6	3.0	3.6	-5.5	7.2	13.6	-2.4
CCCCc1cc(O)c(CCCC)c(O)c1	2.5	-0.4	1.8	-2.4	6.2	-12.3	16.3	-5.3	14.0	-3.5
CC12CCC(=O)N1C(C(=O)N1CCN(S(=O)(=O)c3ccc(F)c(F)c3)CC1)CS2 (centres undefined)	-2.6	-2.9	·	-1.5	0.5	-6.6	3.8	-7.2	·	3.9
COc1ccccc1NC(=O)c1nnn(CC(=O)Nc2ccccc2)c1N	-0.6	3.8	-0.5	1.1	8.1	-14.6	10.0	7.4	35.8	-3.4
COc1ccc(N=Cc2c(O)cc(C)oc2=O)cc1	-4.1	-0.2	-1.2	-3.8	-7.1	4.4	-5.1	14.3	-14.4	-5.3
C/C(CC(=O)Nc1ccc(Cl)cc1)=N\NC(=O)C(=O)N1CCCCC1	-0.6	0.5	·	-1.3	-1.4	-1.6	5.3	5.3	16.4	-2.0
CCCNC(=O)c1csc(Nc2cccc3ccccc23)n1	-0.4	2.9	0.8	-1.0	6.7	-12.5	5.6	7.1	12.1	18.7
Cc1ccc2cc3c(N)c(C(=O)Nc4c(C)[nH]c(=O)[nH]c4=O)sc3nc2c1	-2.1	5.5	-1.1	-1.3	-1.0	1.8	205.1*	18.5	1.3	6.5
N#CCCn1cc(C(=O)NCc2ccccc2)c(-c2ccc3c(c2)OCCO3)n1	2.1	1.9	-0.2	0.6	-13.7	-0.1	2.7	-0.6	30.2	-3.9

molecule	Mtb UGM inh	Mtb FBA inh	BioA inh	FadD28 FP inh	CCHF vOTU inh	BoNT F protease	MazEF act	GDH-TPI counter	VHR inh abs	Rv3671c protease
Cc1ccccc1-c1nc2ccccc2c(=O)n1/N=C/c1ccc([N+](=O)[O-])cc1	2.2	10.6	-1.8	-0.8	-9.7	0.2	-7.9	10.1	·	5.7
COc1ccc(NC(=O)c2ccco2)cc1S(=O)(=O)N1CCCCC1	-1.6	0.5	-0.4	-1.6	2.0	-3.5	2.1	-0.3	-32.8	2.1
CCn1c(SCC(=O)Nc2sccc2C(N)=O)nnc1C1CC1	·	3.9	1.7	0.4	6.3	-5.5	0.3	12.7	·	0.2
CCOC(=O)CSc1nnc(-c2ccc(Cl)cc2Cl)o1	-0.2	0.1	-1.7	1.1	6.4	-6.3	1.5	-3.4	8.3	-12.1
Cc1cccc(NC(=O)CCN2CCN(C/C=C/c3ccccc3)CC2)c1	-1.3	2.0	2.1	-1.9	3.8	-7.1	-20.9	10.4	16.9	-0.4
CC(Oc1cccc(Br)c1)C(=O)NNC(=O)CCNC(=O)c1ccccc1Cl (centres undefined)	1.1	1.8	6.3	-1.2	-6.2	-0.2	5.7	3.0	·	-6.9
CCOc1nc(-c2ccccc2)ncc1Oc1ccccc1	-1.5	5.4	0.3	-0.9	-5.0	?	0.2	2.3	·	-7.9
CC(=O)c1c(C)[nH]c(C(=O)CSc2ncnc3sc(-c4ccccc4)cc23)c1C	-2.2	2.1	·	-6.9	3.0	5.9	-18.4	11.8	11.0	-20.8
COc1ccc(CCNC(=O)CSc2c[nH]c3ccccc23)cc1OC	1.0	1.6	0.9	-2.3	-2.0	-1.5	9.2	5.8	3.6	5.0
CCOc1ccc(NC(=O)CN(c2ccc([N+](=O)[O-])cc2)S(=O)(=O)c2ccccc2)cc1	2.3	-0.1	·	-0.5	-5.9	-11.8	2.9	0.4	7.6	4.8
O=C(NCc1cccs1)c1cnc2sccn2c1=O	1.6	1.6	4.7	0.5	14.1	5.1	3.6	45.1*	-1.9	-5.5
COc1ccc(C(=O)Nc2ccc3ccccc3c2)c(OC)c1	-2.5	-3.6	1.7	-5.5	-2.4	-8.4	0.3	0.4	30.3	-5.1
COc1ccc(C(=O)NC(C)c2nnc(SCC(=O)Nc3nc4ccccc4s3)n2C)cc1 (centres undefined)	2.4	1.0	0.7	-2.9	2.1	-0.9	2.5	6.7	3.5	-4.8
CCOC(=O)CNC(=O)CSc1nnc(Cn2cnc3ccccc32)n1C	-2.8	-7.8	0.5	-1.7	2.7	6.3	2.3	2.4	2.9	-0.9
CCCc1nc2oc3ccccc3c(=O)c2c(=O)n1-c1ccccc1	0.3	0.3	-0.8	-0.4	-11.7	-1.0	7.5	-4.4	20.4	-4.0
O=C(c1sc2ccccc2c1Cl)N1CCN(c2ccc(F)cc2)CC1	-0.4	1.2	-0.3	0.2	7.5	1.4	2.0	0.0	7.7	-3.9
CCNC(=S)/N=C(/Nc1ccccc1)Nc1nc(C)cc(C)n1	1.1	-0.3	-2.2	-3.1	5.2	?	-82.4	7.8	5.4	-4.6
CCOP(=O)(OCC)C(NC(=O)Nc1ccccc1)c1ccccc1 (centres undefined)	-1.5	-5.5	0.0	-4.4	-6.8	2.8	4.5	-11.5	4.6	-6.7
CC(C)C(c1nnnn1Cc1ccc(F)cc1)N1CCSCC1 (centres undefined)	-0.6	-2.3	0.5	-6.1	-9.2	12.3	-3.5	-5.8	13.3	3.0
CCCSc1nc(-c2ccccc2)cc(C(F)(F)F)c1C#N	0.0	1.6	·	0.8	·	9.5	-4.5	-13.1	-0.2	-4.7

molecule	Mtb UGM inh	Mtb FBA inh	BioA inh	FadD28 FP inh	CCHF vOTU inh	BoNT F protease	MazEF act	GDH-TPI counter	VHR inh abs	Rv3671c protease
CCCN(CC1CC1)C(=S)NC(=O)c1ccc(S(=O)(=O)N2CCOCC2)cc1	0.3	-4.2	-1.3	-4.0	2.0	-1.3	-1.4	-5.8	-4.0	0.4
COc1ccc(NC(=O)CSc2nc(N)c(C#N)cc2C#N)cc1	-0.3	-3.1	·	-3.4	9.5	0.7	-14.4	21.6	17.5	-5.6
COC(=O)C1=C(c2ccc(OC)c(OC)c2)C[C@@H]2CC[C@H]1N2C(=O)N1CCOCC1	0.8	2.0	2.0	1.1	4.0	-5.3	0.9	3.1	·	4.0
COc1ccc(CNC(=O)c2c(O)c3cc(OC)c(OC)cc3[nH]c2=O)cc1OC	-0.5	-0.9	-1.7	-1.6	-9.8	6.1	13.7	19.9	7.9	·
O=C(c1ccc2c(=O)n(CC3CCCO3)c(=S)[nH]c2c1)N1CCN(c2ccccc2)CC1 (centres undefined)	-0.3	-4.2	-0.9	-4.5	5.4	·	-1.4	4.3	22.8	5.5
O=C(O)CCC(=O)N1N=C(c2ccccc2)CC1c1ccc2c(c1)OCO2 (centres undefined)	0.9	5.4	2.2	-3.4	-9.2	22.6	3.9	-2.2	25.0	·
Cc1ccc(-c2nnc(-c3ccncc3)n2-c2ccc(C)cc2)cc1	1.5	1.5	-3.2	-0.9	0.6	0.0	0.3	4.8	25.0	4.9
CCC1CCCCN1CCN1C(=O)C2C(C(=O)Nc3ccc(OC)cc3)C3C=CC2(O3)C1C(=O)NC1CCCCC1 (centres undefined)	-0.9	-4.7	0.3	·	3.3	-2.6	-6.8	7.2	6.4	-0.6
COc1ccc(N2CC(C(=O)Nc3ccc(N4CCOCC4)cc3)CC2=O)cc1 (centres undefined)	-0.6	2.1	0.1	-3.1	-5.7	-5.0	7.1	-2.5	-12.5	-7.5
COc1cc(OC)c(C(=O)Nc2ncn[nH]2)cc1OC	0.4	4.7	1.2	-1.0	20.4	-22.6	-0.7	6.8	·	3.2
COc1cccc(-n2nnc3c(=O)n(CC(=O)N4CCCCC4)cnc32)c1	-4.4	4.3	-2.8	-2.9	1.6	2.7	2.2	-10.7	22.6	0.4
CC1(C)CC(=O)C(C2c3ccccc3Oc3ccccc32)C(=O)C1	0.7	-0.1	·	0.6	10.2	-8.1	5.0	8.6	-7.8	-0.8
CCN1CCCC(NC(=O)c2scc3c2CCCC3)C1 (centres undefined)	1.0	-3.4	-0.2	-3.2	-0.5	-8.2	2.0	10.1	20.8	-7.2
Cc1sc(NC(=O)C2C3CCC(C3)C2C(=O)O)c(C(N)=O)c1-c1ccc(C(C)(C)C)cc1 (centres undefined)	·	1.6	39.2	-0.2	-2.7	-6.5	-3.4	4.7	-7.9	1.1
C#CCNC(=O)C1=C[C@@H](C2CCCCC2)[C@H](CCCO)[C@@H](OCC)O1	-2.0	0.2	1.2	-2.1	1.0	0.5	5.1	9.5	7.4	-1.4
CCC(=O)Nc1nc(C)nc(C)c1C(C)=O	1.4	-0.7	1.0	-1.3	-2.2	-10.7	-0.6	-2.5	15.1	-6.1
CC(=O)c1ccc(N2CCN(S(=O)(=O)c3ccc4c(c3)NC(=O)CO4)CC2)cc1	-0.7	-0.2	·	-0.3	-2.7	11.2	-5.5	28.4	9.7	7.2
Cc1ccccc1C(=O)N/C(=C/c1ccc(-c2cccnc2Cl)o1)C(=O)NCCCN1CCN(C)CC1	2.3	3.8	0.2	-0.9	-13.9	-12.3	-3.2	38.9*	7.3	0.3
O=C(O)C(NS(=O)(=O)c1ccccc1)C(O)c1ccccc1 (centres undefined)	1.6	1.2	-1.3	-4.4	1.2	-23.2	3.3	5.1	21.9	-1.2
CCOc1ccccc1NC(=O)CCC(=O)Nc1ccccc1OCC	-0.7	-3.1	-0.8	0.9	12.7	-8.7	4.7	10.7	26.9	-1.9

One compound at a time, as listed above:
Listed for O=C(O)CCC(=O)N1N=C(c2ccccc2)CC1c1ccc2c(c1)OCO2 (centres undefined) : Mtb UGM inh = 0.9; Mtb FBA inh = 5.4; BioA inh = 2.2; FadD28 FP inh = -3.4; CCHF vOTU inh = -9.2; BoNT F protease = 22.6; MazEF act = 3.9; GDH-TPI counter = -2.2; VHR inh abs = 25.0; Rv3671c protease = ·
Listed for O=C(c1ccc2c(=O)n(CC3CCCO3)c(=S)[nH]c2c1)N1CCN(c2ccccc2)CC1 (centres undefined) : Mtb UGM inh = -0.3; Mtb FBA inh = -4.2; BioA inh = -0.9; FadD28 FP inh = -4.5; CCHF vOTU inh = 5.4; BoNT F protease = ·; MazEF act = -1.4; GDH-TPI counter = 4.3; VHR inh abs = 22.8; Rv3671c protease = 5.5
